Source: PubChem BioAssay (The Scripps Research Institute Molecular Screening Center)
CHO-K1 Ca antag: counter-screen for M1 antagonists: effect in parental CHO-K1 cells. actives 0.6% (n = 360,000). ATP-induced calcium, Fluo-8 fluorescence. AID 602250. inhibition, % at 3 µM;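 active = inhibition above a per-plate cutoff, the plate's mean sample inhibition plus 3 SD, cut at about 24% in these data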;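 also: 0% = DMSO plus EC80 ATP and 100% = DMSO alone without ATP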
TAAR1 antag: human TAAR1 antagonism; actives 1.5% (n = 360,000); Q96RJ0; CHO RD-HGA16 TAAR1, Fluo-8 calcium fluorescence, antagonist; inhibition, % at 3 µM;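 active = inhibition above a per-plate cutoff, the mean inhibition of test compounds on that plate plus 3 SD, cut at about 49% in these data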;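 also: 0% = DMSO plus EC80 beta-PEA response and 100% = DMSO alone without agonist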
Target sequence (Q96RJ0 whole entry, looked up): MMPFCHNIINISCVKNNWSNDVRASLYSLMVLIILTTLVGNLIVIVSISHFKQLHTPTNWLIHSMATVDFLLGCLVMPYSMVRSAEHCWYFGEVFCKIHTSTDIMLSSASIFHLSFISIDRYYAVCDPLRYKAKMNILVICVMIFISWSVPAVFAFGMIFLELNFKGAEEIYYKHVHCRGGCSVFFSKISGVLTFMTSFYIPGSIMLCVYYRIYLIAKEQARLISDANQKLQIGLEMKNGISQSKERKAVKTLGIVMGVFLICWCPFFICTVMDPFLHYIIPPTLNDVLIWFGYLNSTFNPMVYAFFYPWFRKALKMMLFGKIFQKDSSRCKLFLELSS
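Material: RD-HGA16 CHO cells with stable hTAAR1 and Gα16; Dosing: single nominal final test compound concentration of 3 µM; Schedule: seeding 17-24 h prior, 75-min 37 °C, 30-min RT dye loading; Detection: kinetic Fluo-8 calcium fluorescence measurement; Measure: % inhibition from peak post-agonist over basal fluorescence ratio; Benchmarks: vehicle and agonist controls.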
M1 antag: blocks human M1 muscarinic receptor; CHO-K1 hM1, Fluo-8 calcium fluorescence, ACh EC80 antagonist; actives 1.3% (n = 360,000); P11229; AID 588852; inhibition, % at 3 µM;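 active = percent inhibition above its own plate's cutoff, namely the mean of that plate's compound wells plus 3 SD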;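 also: peak over basal fluorescence ratio during 140 s after agonist addition; 0% = ACh EC80 plus DMSO and 100% = DMSO alone without agonist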
Target sequence (P11229 whole entry, looked up): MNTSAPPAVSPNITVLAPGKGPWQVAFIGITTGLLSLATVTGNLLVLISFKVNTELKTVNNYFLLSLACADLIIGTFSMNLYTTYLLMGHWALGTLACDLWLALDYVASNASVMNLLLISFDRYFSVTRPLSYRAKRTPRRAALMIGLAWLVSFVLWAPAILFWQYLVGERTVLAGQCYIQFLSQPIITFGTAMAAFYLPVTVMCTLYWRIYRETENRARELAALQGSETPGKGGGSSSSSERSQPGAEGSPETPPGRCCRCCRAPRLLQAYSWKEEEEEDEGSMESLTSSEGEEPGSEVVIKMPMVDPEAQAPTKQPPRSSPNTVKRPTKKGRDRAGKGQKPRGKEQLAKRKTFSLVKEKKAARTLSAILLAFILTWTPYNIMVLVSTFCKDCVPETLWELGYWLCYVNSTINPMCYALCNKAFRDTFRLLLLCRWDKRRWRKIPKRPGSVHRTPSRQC
M1 ag: agonists of human M1 muscarinic receptor | P11229 | CHO-K1 hM1, Fluo-8 calcium fluorescence, agonist mode; 0% DMSO, 100% acetylcholine EC100 | activation, % at 3 µM | actives 0.33% (n = 360,000) | AID 588814;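 active = activation above the run's mean compound activation plus 3 SD, cut at about 16% in these data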;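 also: peak over basal fluorescence ratio within a 140 s kinetic read after compound addition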
M1 ag parental: nonselective activator or artifact in parental CHO-K1 cells; Fluo-8 calcium fluorescence; scaled to maximal ATP response, vehicle zero; activation, % at 3 µM; actives 0.48% (n = 360,000); in the data active = activation above about 15%;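 also: untransfected CHO-K1 host cells lacking M1 receptor as counterscreen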
CHO parental Ca: counter-screen for OX1R antagonists: effect in parental CHO cells. parental CHO-K1, ATP-induced calcium, Fluo-8 fluorescence. inhibition, % at 5.6 µM. actives 0.63% (n = 330,000);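 active = inhibition above that plate's mean sample inhibition plus 3 SD, cut at about 26% in these data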;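 also: 0% = ATP-challenged DMSO wells and 100% = DMSO wells without ATP; some compounds past the cut are filed as inactive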
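material = parental CHO cells | also added = ATP as calcium-mobilizing challenge | dosing = single point at 5.6 µM | detection = intracellular calcium via Fluo-8 no-wash fluorescent dye | read-out = % inhibition | benchmarks = low control ATP plus DMSO, high control DMSO only | repeats = one well per compound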
TAAR1 agonist: human TAAR1 agonism; Q96RJ0; CHO RD-HGA16 TAAR1, Fluo-8 calcium fluorescence; vehicle wells 0%, saturating PEA agonist 100%; activation, % at 3 µM; actives 0.99% (n = 360,000); AID 624467;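 active = activation above the mean activation of all test compounds in the run plus 3 SD, cut at about 38% in these data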
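Assay system: CHO-derived RD-HGA16 cells with stable Gα16 and human TAAR1; timing: 17-24 h seeding, 75 min 37 °C dye, 30 min RT; read-out: % activation from peak over basal fluorescence ratio, DMSO-to-PEA scaled; measured by: kinetic Fluo-8 calcium fluorescence; benchmarks: low control DMSO, high control PEA (EC100); doses: 3 µM single concentration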
M1 PAM parental: nonselective activator or artifact in parental CHO-K1 calcium assay; ATP EC20, Fluo-8 calcium fluorescence; 0% at ATP EC20, 100% at ATP max; activation, % at 3 µM; actives 0.02% (n = 360,000); AID 602247;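 active = activation above the run cutoff, the mean activation of all test compounds plus 3 SD, cut at about 40% in these data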;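 also: peak over basal fluorescence ratio in a 140 s read after ATP addition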
OXTR potentiate: potentiators of human oxytocin receptor. P30559. CHO-OTR cells, Fluo-8 calcium fluorescence, potentiator mode; 0% = oxytocin EC15, 100% = EC100. activation, % at 3 µM. actives 0.061% (n = 320,000). AID 2445;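 active = activation above that plate's cutoff, the mean activation of tested compounds plus 3 SD, cut at about 6.6% in these data, passing the limit was not always enough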;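 also: 100% uses oxytocin at 75 nM as the full agonist control; some results filed as inactive read as strong as hits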
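Assay system: CHO-OTR cells, human receptor / Also added: oxytocin at about EC15, sub-maximal agonist stimulus / Dosing: single dose, 3.0 µM nominal final compound concentration / Incubation: 6 min pre-incubation, 100 s read / Technique: Fluo-8 calcium dye fluorescence / Read-out: % activation vs EC15 and EC100 oxytocin / Benchmarks: EC15 oxytocin low, 75 nM oxytocin high / Replicates: singlicate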
* = called active by the depositor; · = no result given.

SMILES | CHO-K1 Ca antag | TAAR1 antag | M1 antag | M1 ag | M1 ag parental | CHO parental Ca | TAAR1 agonist | M1 PAM parental | OXTR potentiate
CSCCC(NC(=O)c1cc([N+](=O)[O-])cc([N+](=O)[O-])c1)c1nc2ccccc2[nH]1 (stereo not drawn) | 3.4 | 4.8 | 14.5 | -0.1 | 8.0 | -19.3 | 11.8 | 3.5 | -5.2
CC(NC(=O)c1ccco1)C(=O)Nc1nc(-c2ccccn2)cs1 (stereo not drawn) | 1.3 | 6.8 | -8.0 | -4.4 | 0.6 | 5.2 | 3.9 | 20.4 | -1.3
Cc1ccc(SCC(=O)NCc2ccncc2)cc1 | -0.2 | -13.7 | -8.4 | -14.7 | 0.9 | 0.6 | 0.7 | 0.6 | -8.1
CCN1C(=O)c2ccccc2S(=O)(=O)c2ccc(C(=O)NCCOC)cc21 | -10.7 | 7.8 | -8.1 | -4.7 | 0.8 | 1.5 | 1.5 | 6.3 | -9.6
Cc1cccc(NC(=O)CSc2c3c(nc4ccccc24)CCC3)n1 | 0.8 | 13.7 | 1.5 | -9.3 | 2.7 | -13.9 | 5.8 | 5.1 | -11.8
CC(C)c1nc2cc(C(=O)N(C)Cc3ccc(F)cc3)ccc2o1 | 0.8 | -24.6 | -4.0 | -3.3 | 0.5 | -4.9 | -0.3 | -2.0 | -1.4
CCCS(=O)(=O)N1CCc2ccc(NC(=O)c3ccccc3Cl)cc2C1 | 7.7 | 7.1 | 2.8 | -4.7 | 0.2 | -18.4 | 1.6 | -12.4 | -4.9
Cn1c(C=O)c(-c2ccc3c(c2)OCCO3)c2ccccc21 | -8.7 | 18.9 | 3.4 | -6.8 | 0.3 | -25.9 | 11.3 | 6.6 | -3.7
CCCCC(=O)OCc1c(-c2ccccc2)ncc2ccccc12 | -10.7 | 16.1 | 0.4 | -4.4 | -0.3 | -28.1 | 7.1 | 7.7 | 1.2
O=C(CN(Cc1ccc(F)cc1)C(=O)CCC(=O)Nc1nccs1)NCc1ccc(F)cc1 | -21.3 | 23.3 | -8.5 | -5.3 | 2.3 | -23.0 | 4.3 | 13.1 | -3.9
O=C(NCC(c1cccs1)N1CCOCC1)c1ccc(Cl)c(S(=O)(=O)N2CCOCC2)c1 (stereo not drawn) | 0.1 | -4.7 | -11.6 | -3.1 | 0.9 | -18.0 | 1.3 | 1.7 | -4.4
O=C(CSc1nnc(COc2cccc3cccnc23)o1)N1CCN(C(=O)c2ccco2)CC1 | -2.1 | 0.8 | -29.5 | -2.3 | 0.3 | -3.8 | 16.9 | 16.2 | -7.2
C=CCOC(=O)C1=C[C@H](c2coc3ccccc3c2=O)C[C@H](OCCCCO)O1 | -9.4 | 11.3 | -5.1 | -3.2 | 0.1 | -19.4 | -0.8 | 12.3 | -1.0
COCCNC(=O)c1cn(C)c(=O)c2cc(OC)c(OC)cc12 | -10.1 | -14.4 | -7.7 | -1.9 | 0.5 | -1.6 | 9.1 | 9.9 | -0.7
CCCc1cc(=O)oc2cc(OCC(=O)Nc3ccc(S(N)(=O)=O)cc3)ccc12 | -6.9 | -3.9 | -2.6 | 1.4 | -0.2 | 7.4 | 2.6 | 13.5 | -9.5
COc1ccc(OC)c(NC(=O)CN2CCN(C(=O)c3ccco3)CC2)c1 | -4.6 | 1.3 | -14.5 | -2.0 | 0.1 | 2.8 | 3.6 | 13.0 | -11.4
CCN1CCN(c2c(S(=O)(=O)c3ccc(C)c(C)c3)cnc3ccc(F)cc23)CC1 | -2.5 | -13.1 | -14.3 | -12.0 | 0.4 | -27.3 | -0.8 | 9.7 | -4.4
COc1ccc(CCNC(=O)C2CCCN(Cc3nc(-c4cccc(Cl)c4)oc3C)C2)cc1OC (stereo not drawn) | -1.7 | -1.6 | -4.0 | -4.1 | 1.8 | -13.1 | 6.8 | 5.0 | -6.3
COc1ccc(CCNC(=O)c2cc(-c3ccncc3)nc3ccc(S(=O)(=O)N4CCOCC4)cc23)cc1OC | -0.6 | -8.8 | -20.6 | -0.2 | -0.1 | -6.6 | 1.7 | -8.1 | 1.4
N=c1c2c(n(Cc3ccc(F)cc3)c3c1CCC3)CCCC2 | -3.0 | 0.4 | 12.2 | -6.3 | 0.2 | -5.3 | 4.6 | 0.3 | 1.4
O=C(OCn1nnc2ccccc2c1=O)C12CC3CC(CC(O)(C3)C1)C2 | -1.0 | -25.1 | 7.8 | -1.1 | 0.5 | -9.2 | 1.2 | 1.2 | -10.7
NS(=O)(=O)c1ccc(NC(=O)COC(=O)c2cc3ccccc3oc2=O)cc1 | -3.4 | -6.3 | -19.0 | -5.4 | 0.7 | -5.4 | 0.0 | 11.0 | -1.6
Cc1noc(C)c1NC(=O)Nc1ccc2c(c1)C(=O)N([C@H](C)CO)C[C@H](C)[C@@H](CN(C)S(=O)(=O)c1cccs1)O2 | 6.8 | 4.0 | 5.3 | -6.5 | -0.5 | 9.8 | 0.4 | -20.7 | -7.8
Cc1ccc(SC(c2ccc(C)cc2)C(Cn2cncn2)C(=O)c2ccccc2)cc1 (stereo not drawn) | 15.3 | 33.9 | 13.8 | -0.2 | -0.2 | -28.9 | 19.2 | -7.1 | -8.5
O=C(Nc1nnc(-c2ccc(F)cc2)o1)c1ccc(S(=O)(=O)N2CCOCC2)cc1 | -7.4 | · | -4.1 | -2.7 | 0.6 | 0.3 | · | 12.6 | 0.2

Next part.
SMILES | CHO-K1 Ca antag | TAAR1 antag | M1 antag | M1 ag | M1 ag parental | CHO parental Ca | TAAR1 agonist | M1 PAM parental | OXTR potentiate
COc1ccc(C(=O)NCc2cccnc2)cc1OC | 5.7 | 17.9 | 1.4 | -1.8 | 0.0 | -5.9 | 5.0 | -6.2 | 6.8
O=C(OCc1ccccc1)N1CCC2CC1c1cc(Cl)ccc12 (stereo not drawn) | 2.3 | 11.3 | 1.4 | -5.2 | 0.1 | · | -2.3 | -12.3 | ·
CC(C)(C)c1ccc(C(=O)Nc2ccc(O)c3c(=O)cc(-c4ccccc4Cl)oc23)cc1 | -11.0 | 29.3 | 4.8 | -1.9 | -0.1 | -18.6 | 12.1 | -6.3 | -4.9
COc1ccc(N(CC(=O)NCc2ccc(F)cc2)S(=O)(=O)c2c(C)n[nH]c2C)cc1 | -13.8 | 2.9 | -17.7 | -2.8 | 1.5 | -6.3 | 3.1 | 7.1 | -12.5
Fc1ccc(-c2nc3c(Cl)cc(C(F)(F)F)cn3c2Cc2ccsc2)cc1 | 17.2 | 1.8 | · | · | 0.2 | · | 1.4 | -11.0 | ·
Cc1onc(C(=O)N2CCC(C(N)=O)CC2)c1-c1ccccc1Cl | 4.2 | 11.3 | -11.3 | -1.4 | -0.2 | 0.0 | 4.8 | 6.1 | -4.5
COC(=O)c1sc(NC(=O)C2CCCCC2C(=O)O)c(C(=O)OC)c1C (stereo not drawn) | -16.4 | 9.1 | -3.0 | -1.2 | 0.0 | -11.9 | 11.3 | 16.3 | 1.6
COCC(C)NCc1ccc(C)cc1C (stereo not drawn) | -10.2 | -4.5 | 6.9 | -7.4 | 0.3 | 0.2 | 4.6 | 3.5 | -4.0
C=C(C)Cn1c2ccc(NC(=O)NCc3ccccc3)cc2c(=O)n1C | -2.4 | -2.8 | -2.1 | -3.1 | -0.3 | · | 3.0 | -4.6 | ·
Cc1ccn2nc(C(=O)OCC(=O)N(CC(C)C)C3CCS(=O)(=O)C3)nc2n1 (stereo not drawn) | 1.7 | 2.9 | 22.7 | -2.4 | 0.1 | -6.8 | 0.4 | -22.2 | -1.6
CCCN(CC(=O)Nc1ccccc1C)C(=O)c1ccc(C2SCCS2)cc1 | -4.7 | 16.2 | -5.2 | -0.8 | 2.2 | -4.5 | 1.9 | -0.5 | -9.3
Cc1ccc(/C=C/C(=O)OCC(=O)Nc2cccnc2Cl)o1 | -14.7 | 13.2 | -12.8 | -1.8 | 0.2 | -12.9 | -0.1 | 1.4 | -0.4
CC(C)c1ccc(OCC(O)CNC(C)c2ccccc2)cc1 (stereo not drawn) | -7.7 | -3.9 | 9.3 | -2.7 | 21.0* | -6.6 | 57.1* | 23.6 | -21.1
C#CCOCCOCCOCCNc1nc(N2CCOCC2)nc(N2CCN(C(=O)[C@H](Cc3ccc(O)cc3)n3cc([C@@H](N)CC(C)C)nn3)CC2)n1 | -15.7 | -1.3 | -4.1 | -8.4 | 0.9 | 5.0 | 4.8 | 18.8 | 0.8
O=C(CSc1nnc(CNC(=O)c2cccs2)o1)NC1CCCCC1 | 24.6* | -2.1 | 0.5 | -1.9 | 0.0 | -11.2 | 4.7 | -7.3 | -11.4
COc1cc2ccccc2cc1-c1nnc(COc2ccccc2)o1 | -6.4 | -14.6 | -16.1 | -3.0 | 0.1 | -8.5 | -1.3 | 4.7 | -5.8
Cc1ccc(-c2cc(C(=O)Nc3ccc(S(=O)(=O)Nc4ncccn4)cc3)[nH]n2)c(O)c1C | -9.2 | -29.7 | -8.6 | 0.6 | 0.2 | -5.7 | 2.8 | 22.2 | -0.9
CCSC(C)CC1C/C(=N/O)c2c(C)noc2C1 (stereo not drawn) | -7.4 | 2.7 | 46.6* | -9.4 | 0.2 | -14.6 | 3.8 | 14.4 | -1.4
Cc1cc(NC(=O)NC(=O)c2ccccc2NC(=O)CN)ccc1Oc1ncc(Br)cn1 | 12.5 | -35.4 | -2.8 | 3.3 | -0.3 | · | 14.5 | -5.4 | ·
CC(NC(=O)c1cccnc1)C(=O)N1CCCCC1 (stereo not drawn) | -10.7 | -9.3 | 6.6 | -2.6 | 0.3 | 0.4 | 2.2 | 15.3 | -14.7
CCCCN1C(=O)c2ccc(C(=O)Nc3cccnc3)cc2C1=O | -5.9 | -13.2 | -14.2 | -4.3 | 2.5 | -10.8 | 4.8 | 14.0 | -4.3

Two of the compounds above, field by field.
COc1cc2ccccc2cc1-c1nnc(COc2ccccc2)o1
  CHO-K1 Ca antag: -6.4; TAAR1 antag: -14.6; M1 antag: -16.1; M1 ag: -3.0; M1 ag parental: 0.1; CHO parental Ca: -8.5; TAAR1 agonist: -1.3; M1 PAM parental: 4.7; OXTR potentiate: -5.8
Cc1ccc(-c2cc(C(=O)Nc3ccc(S(=O)(=O)Nc4ncccn4)cc3)[nH]n2)c(O)c1C
  CHO-K1 Ca antag: -9.2; TAAR1 antag: -29.7; M1 antag: -8.6; M1 ag: 0.6; M1 ag parental: 0.2; CHO parental Ca: -5.7; TAAR1 agonist: 2.8; M1 PAM parental: 22.2; OXTR potentiate: -0.9
